# Compound activity from PubChem.
# UPR XBP1 act – activators of adaptive XBP1 UPR arm, primary screen, cell-based, CHO-XBP1 luciferase reporter, luminescence, uHTS. actives 0.33% (n = 330,000). IRE1-XBP1 UPR activation; percent of tunicamycin response, DMSO as zero. AID 463104, 2010. activation, % at 20 µM;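 active means versus positive control, 20 µM dose yields 30% or more activation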;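 further: 100% = tunicamycin at 10 µg/mL and 0% = DMSO only wells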
#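 incubation = overnight seeding at 37 °C, 6 h compound treatment at 37 °C | assay system = CHO-XBP1 cells stably carrying IRE1-XBP1-driven luciferase reporter | input = 1000 cells per well | detection = luciferase luminescence | dosing = single point, 20 µM final compound, 1% DMSO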
# APJ agonist – agonists of human apelin receptor APJ, primary screen, CHO-K1 cells, PathHunter beta-arrestin, luminescence; P35414; 0% DMSO wells, 100% apelin; activation, % at 20 µM; actives 0.11% (n = 330,000); AID 2520, 2010;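 active means activation more than six SD over the plate average, tested at 20 µM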;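 further: 0% = DMSO alone and 100% = apelin-13 at 10 nM; some results filed as inactive read as strong as hits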
# Target sequence (P35414 whole entry, looked up): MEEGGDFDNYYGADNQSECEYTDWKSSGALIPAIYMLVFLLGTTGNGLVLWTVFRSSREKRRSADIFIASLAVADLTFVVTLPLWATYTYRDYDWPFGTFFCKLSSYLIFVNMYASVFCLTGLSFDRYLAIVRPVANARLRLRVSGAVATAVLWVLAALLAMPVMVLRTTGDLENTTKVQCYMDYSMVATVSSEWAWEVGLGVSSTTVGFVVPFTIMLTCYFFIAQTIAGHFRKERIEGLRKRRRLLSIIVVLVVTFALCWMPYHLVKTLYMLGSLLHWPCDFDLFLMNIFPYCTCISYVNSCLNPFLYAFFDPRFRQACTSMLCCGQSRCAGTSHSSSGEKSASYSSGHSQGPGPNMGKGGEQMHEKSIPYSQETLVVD
#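 Assay system: CHO-K1 APJ beta-arrestin complementation cell line / Compound: single test compound dose, 20 µM final, 1% DMSO / Times: overnight seeding, 90 min compound at 25 °C, 1 h detection / Technique: beta-gal luminescence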
# APJ antagonist – antagonists of human apelin receptor APJ, primary screen, CHO-K1 cells, beta-arrestin complementation, luminescence; P35414; inhibition, % at 20 µM; actives 0.32% (n = 330,000);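 active means inhibition above about 40% at 20 µM, limit read from the data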;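 further: cells challenged with 10 nM apelin-13 agonist together with compound; plate controls were apelin-13 plus DMSO wells for no effect and DMSO wells lacking apelin-13 for full effect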
# EBI2 antag – EBI2 receptor antagonists, beta-arrestin recruitment, primary screen, cell-based, luminescence, 7a,25-OHC stimulation, uHTS; G-protein coupled receptor 183 (Homo sapiens), P32249; 7a,25-OHC stimulated; inhibition, % at 5 µM; actives 0.81% (n = 360,000); AID 651636, 2012; in the data active means inhibition above about 38%;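 further: enzyme fragment complementation signal reports receptor beta-arrestin coupling in cells; 0% = agonist plus DMSO wells and 100% = wells without agonist; some results beyond the cut were filed as inactive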
# tim23-1 inh – growth inhibitors of tim23-1 mutant yeast, primary screen, luminescence, uHTS | S. cerevisiae tim23-1 growth, BacTiter-Glo luminescence, 24 h | inhibition, % at 20 µM | actives 1.3% (n = 330,000) | AID 463212, 2010;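 active means growth inhibition of the mutant yeast at or above 50%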;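 further: temperature-sensitive mutant grown at 25 °C; plate controls were DMSO-treated mutant yeast for no effect and medium wells lacking yeast for full effect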
# Mdm2-MdmX inh – inhibitors of human Mdm2-MdmX association, primary screen, cell-based, luminescence, split luciferase, SaOS-2, uHTS | Protein Mdm4 (Homo sapiens) + E3 ubiquitin-protein ligase Mdm2 (Homo sapiens), … | SaOS-2 split-luciferase Mdm2/MdmX complementation | inhibition, % at 8 µM | actives 3% (n = 330,000) | AID 485346, 2010;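 active means inhibition of at least 50% at 8 µM in the primary screen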
# CCR6 antagonist – CCR6 receptor antagonists, primary screen, cell-based, CHO-K1, luminescence, beta-arrestin, uHTS; AID 493098, 2011; C-C chemokine receptor type 6 (Homo sapiens), P51684; inhibition, % at 20 µM; CHO-K1 CCR6 PathHunter beta-arrestin, CCL20-stimulated; actives 0.49% (n = 340,000);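 active means compounds whose inhibition of the agonist-driven luminescence signal at 20 µM reaches about 50%, limit read from the data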;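 further: cells stimulated with CCL20 at 14 nM final; plate controls were DMSO with CCL20 for no effect and DMSO without agonist for full effect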
# CXCR6 inh – CXCR6 receptor inhibitors, primary screen, cell-based, beta-arrestin, luminescence, CHO-K1 PathHunter, 1536-well. inhibition, % at 20 µM. actives 0.36% (n = 360,000). AID 602244, 2012; in the data active means inhibition above about 34%, passing the limit was not always enough;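 further: antagonist mode with CXCL16 agonist at 10 nM final; 0% = 10 nM CXCL16 with DMSO and 100% = unstimulated wells without agonist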
# Target sequence (O00574 whole entry, looked up): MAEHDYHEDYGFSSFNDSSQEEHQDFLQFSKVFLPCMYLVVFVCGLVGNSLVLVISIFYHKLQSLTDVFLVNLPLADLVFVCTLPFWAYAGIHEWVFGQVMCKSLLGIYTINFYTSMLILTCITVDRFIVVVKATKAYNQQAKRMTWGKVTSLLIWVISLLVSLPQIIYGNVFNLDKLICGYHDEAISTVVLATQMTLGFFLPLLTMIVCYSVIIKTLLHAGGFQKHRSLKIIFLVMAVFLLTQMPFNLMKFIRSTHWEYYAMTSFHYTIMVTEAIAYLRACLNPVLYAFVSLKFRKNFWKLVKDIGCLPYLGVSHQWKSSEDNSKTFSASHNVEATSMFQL
# CHOP UPR activ – activators of apoptotic CHOP UPR arm, primary screen, cell-based, CHO-CHOP luciferase reporter, luminescence, uHTS. activation, % at 10 µM. UPR activation; percent of tunicamycin response over DMSO baseline. actives 0.34% (n = 330,000);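 active means at 10 µM dose, activation of 40% or more, normalized to positive control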;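 further: 100% = tunicamycin at 10 µg/mL and 0% = DMSO alone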
#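 System: CHO-CHOP luciferase reporter cell line | Buffer or medium: F12 medium containing 10% fetal bovine serum | Doses: One dose, 10 µM in 0.5% DMSO | Times: 6 h compound exposure at 37 °C after overnight seeding | Signal: Luciferase luminescence | Read-out: % activation vs tunicamycin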
# * hit, by the source's call; . = not tested or not shown. An excerpt; the hit share may differ from the screen's.
SMILES,UPR XBP1 act,APJ agonist,APJ antagonist,EBI2 antag,tim23-1 inh,Mdm2-MdmX inh,CCR6 antagonist,CXCR6 inh,CHOP UPR activ
Cc1cc(=O)[nH]c(N/N=C/c2cn(CCC#N)nc2-c2ccccc2)n1,-4,-3,6,-11,4,-15,6,-2,0.6
COc1ccc(/C=C/C(=O)OCC(=O)NCCC2=CCCCC2)cc1S(=O)(=O)N1CCOCC1,-3,-6,-10,2,10,-21,3,-12,-1.3
O=C(NCC(=O)N1CC=C(c2ccccc2)CC1)c1ccccc1Br,1,-4,13,2,3,12,-2,-2,3.7
COc1ccccc1C(NC(=O)C1CCCCC1)c1c(O)ccc2ccccc12 (stereo not given),-5,-4,-21,8,8,18,4,-4,0.5
COc1ccc(C2(O)C(=O)Nc3ccc(C)cc32)cc1 (stereo not given),0,-4,-4,-12,11,-7,7,2,-1.8
Cc1cc(OCC(=O)NNC(=O)c2cnccn2)cc(C)c1Cl,-4,2,-5,-12,8,34,-5,-2,1.7
Cc1nc(C(=O)N2CCc3c([nH]c4ccccc34)C2c2ccccn2)cs1 (stereo not given),-5,-2,-8,0,19,20,16,-3,0.2
COc1cccc(C(=O)NCCS(=O)(=O)N2CCCCC2)c1,-1,-1,-32,5,-4,12,13,-2,-1.3
Cc1ccccc1-c1cc(C(=O)NCc2ccco2)n(CC2CC(c3cccnc3)=NO2)n1 (stereo not given),-4,-1,3,-4,0,35,5,8,1.9
O=C(N/N=C/c1cccc2nccnc12)c1ccccc1O,6,-10,34,-6,7,11,66*,40,0.0
COc1ccc(Cc2c[nH]c(=O)[nH]c2=O)cc1,-3,4,9,-8,4,-1,-2,-6,1.3
O=C(CSc1nc(O)cc(=O)n1-c1ccccc1)c1ccc(Br)cc1,1,-1,13,-4,0,-18,-3,7,4.4

# Ordered by SMILES length (low to high): 11 of the compounds above.
SMILES,UPR XBP1 act,APJ agonist,APJ antagonist,EBI2 antag,tim23-1 inh,Mdm2-MdmX inh,CCR6 antagonist,CXCR6 inh,CHOP UPR activ
COc1ccc(Cc2c[nH]c(=O)[nH]c2=O)cc1,-3,4,9,-8,4,-1,-2,-6,1.3
O=C(N/N=C/c1cccc2nccnc12)c1ccccc1O,6,-10,34,-6,7,11,66*,40,0.0
COc1ccc(C2(O)C(=O)Nc3ccc(C)cc32)cc1 (stereo not given),0,-4,-4,-12,11,-7,7,2,-1.8
COc1cccc(C(=O)NCCS(=O)(=O)N2CCCCC2)c1,-1,-1,-32,5,-4,12,13,-2,-1.3
Cc1cc(OCC(=O)NNC(=O)c2cnccn2)cc(C)c1Cl,-4,2,-5,-12,8,34,-5,-2,1.7
O=C(NCC(=O)N1CC=C(c2ccccc2)CC1)c1ccccc1Br,1,-4,13,2,3,12,-2,-2,3.7
O=C(CSc1nc(O)cc(=O)n1-c1ccccc1)c1ccc(Br)cc1,1,-1,13,-4,0,-18,-3,7,4.4
COc1ccccc1C(NC(=O)C1CCCCC1)c1c(O)ccc2ccccc12 (stereo not given),-5,-4,-21,8,8,18,4,-4,0.5
Cc1nc(C(=O)N2CCc3c([nH]c4ccccc34)C2c2ccccn2)cs1 (stereo not given),-5,-2,-8,0,19,20,16,-3,0.2
Cc1ccccc1-c1cc(C(=O)NCc2ccco2)n(CC2CC(c3cccnc3)=NO2)n1 (stereo not given),-4,-1,3,-4,0,35,5,8,1.9
COc1ccc(/C=C/C(=O)OCC(=O)NCCC2=CCCCC2)cc1S(=O)(=O)N1CCOCC1,-3,-6,-10,2,10,-21,3,-12,-1.3

# Additional results
SMILES,UPR XBP1 act,APJ agonist,APJ antagonist,EBI2 antag,tim23-1 inh,Mdm2-MdmX inh,CCR6 antagonist,CXCR6 inh,CHOP UPR activ
Cc1ccccc1CN1CCCOCCS1(=O)=O,-1,-3,19,0,9,-15,3,-4,1.4
CCOC(=O)N1CCN(C(=O)CC(C(=O)N2CCc3ccccc32)n2ccnc2)CC1 (stereo not given),-2,-2,-18,-7,9,-13,1,5,-0.4
CCc1ccc(CNC(=O)C2CCCN(S(=O)(=O)N(CC)c3ccccc3)C2)cc1 (stereo not given),1,-1,18,10,21,-8,25,-4,0.5
COc1ccc(Cl)c(Cn2c(NCc3ccccn3)nc3c2c(=O)n(C)c(=O)n3C)c1,-3,-1,11,2,18,27,1,2,-0.9
O=c1c(-c2ccccc2)c(O)c2ccccc2n1-c1ccccc1,-1,0,9,-5,-5,14,1,-2,-0.2
COc1ccc(N2C(=O)CC(Nc3ccc(N4CCOCC4)cc3)C2=O)c(OC)c1 (stereo not given),-2,6,12,2,15,-2,7,1,1.2
COc1cccc(N2CC(=O)Nc3c(oc4nc(-c5ccccc5)cc(C)c34)C2=O)c1,2,0,2,2,-3,22,9,-4,-0.8
CCCCN(C(=O)CSc1cc(C)c2ccccc2n1)c1c(N)n(Cc2ccccc2)c(=O)[nH]c1=O,2,1,10,1,17,10,21,9,1.3
C[C@H](NC(=O)NC1CCCc2ccccc21)C(=O)O (stereo not given in full),-3,-3,-5,-4,16,11,-2,-10,-1.8
CC(C)n1c(N2CCN(C(=O)Nc3ccc(Cl)cc3)CC2)nc2ccccc21,-2,-2,-2,6,17,34,0,-4,0.8
O=C(N/N=C\c1cc(Br)cs1)c1ccncc1,1,3,-15,-2,-8,7,2,-4,2.5
CCCCN(C(=O)CC1CCCC1)c1c(N)n(CCCC)c(=O)[nH]c1=O,2,-3,12,-8,6,-11,-4,-5,-0.9
O=C(NCC1CCCO1)c1cccc(S(=O)(=O)Nc2ccc(SC(F)F)cc2)c1 (stereo not given),-1,-2,-9,7,3,-16,7,10,0.6
CCOc1ccc(NC(=O)N(CCC(C)C)C(C)c2ccco2)cc1 (stereo not given),3,.,-1,8,28,8,25,-6,-0.1
Cc1cccc(N2CCN(S(=O)(=O)c3ccc4c(c3)n(C)c(=O)c(=O)n4C)CC2C)c1 (stereo not given),0,-4,-3,0,-25,68*,-8,5,-2.2
CCN(CC)S(=O)(=O)c1ccc(N2CCOCC2)c(NS(=O)(=O)c2ccc(C(C)C)cc2)c1,0,1,6,6,17,5,-14,10,0.7
O=C(c1cc(-c2ccccc2Cl)nc2ccccc12)N1CCC1,-2,-5,8,1,4,8,6,-8,0.9
CCOc1ccc(S(=O)(=O)N(CC(=O)N2CCc3ccccc32)Cc2ccco2)cc1,-1,-1,7,8,29,12,-7,-8,-0.8
Cc1ccc(CN2C(=O)CNC2=S)cc1,2,0,10,0,-1,11,12,1,-0.8
Cc1ncc([N+](=O)[O-])n1Cc1cccc(F)c1,-2,-4,3,-2,9,-9,22,0,0.3
COc1ccc(-c2csc(NC(=O)c3ccccc3F)n2)cc1,-2,-1,13,5,27,-22,12,-6,2.1
COc1cccc(/C=N/Nc2nnc(C)n2N)c1O,3,0,-10,-8,14,-1,-9,-7,0.4
COc1ccc(S(=O)(=O)N2CCCCC2)cc1NC(=S)Nc1ccccc1,1,-1,6,0,-6,6,8,-10,-1.3
CCOCC(=O)N1CCCC(C(=O)OCC)C1 (stereo not given),0,-4,10,-4,10,7,3,-5,-3.5
CCCc1nc2ccc(NC(=O)NCCC(=O)OCC)cc2c(=O)n1Cc1ccc(Cl)cc1,3,-1,8,7,15,12,9,8,4.8
COc1ccc2cc(/C=N/NC(=O)c3c(Cl)cnn3C)c(Cl)nc2c1,13,2,-2,8,-27,30,-3,-2,1.9
CC(C)[C@H](NS(=O)(=O)c1ccc2c(c1)OCCO2)C(=O)OCC(=O)Nc1ccccc1Cl,-2,-4,12,-6,15,2,0,13,1.9
CCOc1ccc(Br)cc1S(=O)(=O)NCCN1CCCC1,1,0,-10,-4,-8,14,0,-5,-0.6
CCC1C(=O)NCCN1C(=O)c1ccccc1OC1CCN(S(C)(=O)=O)CC1 (stereo not given),-1,-2,-10,-3,0,-2,-2,8,1.0
Cc1ccc(C(=O)N/N=C\c2ccc[nH]2)cc1[N+](=O)[O-],1,-5,11,-3,-15,20,22,-1,0.9
O=C(Nc1ccc(F)cc1)Nc1cccnc1Cl,0,-4,17,2,14,-1,2,-4,2.5
O=C(Nc1ccccc1OC(F)F)c1ccc(S(=O)(=O)N2CCCC2)cc1,-2,1,4,3,5,19,0,5,-0.9
CN(NC(=O)c1ccco1)c1nc2ccccc2nc1C(F)(F)F,0,-4,19,-11,6,18,-1,7,-1.4
O=C(NC(NCc1cccnc1)C(Cl)(Cl)Cl)c1cccc2ccccc12 (stereo not given),0,-1,3,3,24,0,10,3,1.5
Nc1c(C(=O)c2ccccc2)sc2nsc(SCCN3CCOCC3)c12,1,0,1,11,22,-30,6,-4,9.2
Nc1c(S(=O)(=O)c2cccs2)c2nc3ccccc3nc2n1Cc1cccs1,7,-4,13,15,5,23,1,-2,-0.3
Cc1ccccc1CCNC(=O)CCn1ccc2cc(S(=O)(=O)N3CCCC3)ccc21,-4,-3,16,3,2,11,15,2,-0.9
CC(=O)N1CCN(C(=O)COc2ccccc2C(=O)Nc2ccccc2)CC1,2,-5,-4,-10,-6,-15,0,-8,0.8
COC(=O)C1C2C=CC(C3CC23)C1C(=O)OCC(=O)c1ccccc1 (stereo not given),1,-4,8,-7,15,13,11,10,1.4
CCC1=C(OC(=O)N(CC)CC)N2C(=O)OC(=NCC(=O)OC)[C@]2(Cc2ccccc2)[C@H]2C1=CC[C@H]1C(=O)N(CC(=O)OC)C(=O)[C@H]12,-2,15,8,4,18,-28,1,4,-2.6
COc1cc(OC)cc(C(=O)NNC(=S)NCc2ccco2)c1,2,-2,-4,1,-1,7,11,10,-0.7
